# RXFP1 antagonist – blocks the human relaxin receptor RXFP1; Q9HBX9; 0.59% of 350,000 active; activity change, negative = inhibition, % at 57.5 µM; HEK293-RXFP1, relaxin-stimulated cAMP HTRF, 30 min; active compounds read low;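 active means activity change of -60% or lower, but not beyond a set lower limit; inconclusive means change between -60% and -40%, or beyond the set limit; inactive means change above -40%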; further: on the % scale 0 is the no-effect control and ±100 the full control effect
# D2 PAM – positive allosteric modulators of human D2 dopamine receptor; HEK293 T-REx D2, calcium flux, EC20 dopamine potentiation; P14416; AID 485347; 0.34% of 340,000 active; potentiation, % at 10 µM;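 active means potentiation over 3 SD above the plate norm, cut at about 30% in these data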; further: 0% is about no effect
# Target sequence (P14416 whole entry, looked up): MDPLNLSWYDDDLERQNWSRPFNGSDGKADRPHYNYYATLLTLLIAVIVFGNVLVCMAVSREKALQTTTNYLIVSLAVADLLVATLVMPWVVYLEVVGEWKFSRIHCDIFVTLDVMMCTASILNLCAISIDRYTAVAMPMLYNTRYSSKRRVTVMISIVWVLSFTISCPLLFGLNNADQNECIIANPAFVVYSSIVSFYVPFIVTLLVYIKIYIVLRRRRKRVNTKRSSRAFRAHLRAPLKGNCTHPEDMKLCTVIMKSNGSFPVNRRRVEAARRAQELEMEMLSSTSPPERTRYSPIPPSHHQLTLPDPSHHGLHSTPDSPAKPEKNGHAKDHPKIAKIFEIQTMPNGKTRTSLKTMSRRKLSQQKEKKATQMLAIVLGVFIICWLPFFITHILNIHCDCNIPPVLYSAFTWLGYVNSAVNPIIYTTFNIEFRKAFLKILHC
#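 Calcium flux readout, no-wash dye, 1 read/s. Inducible HEK293 Trex D2 line, overnight 30 C. Compound alone 180 s (agonist flags), then EC20 dopamine, another 180 s to score potentiation.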
# D2 ag – agonists of human D2 dopamine receptor. HEK293 T-REx D2 cells, calcium flux agonist mode. P14416. 0.53% of 340,000 active. activation, % at 2 µM. AID 485358;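 active means activation over 3 SD above normal in the single-dose calcium agonist read, cut at about 30% in these data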; further: 0% is about no effect
#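 Tetracycline-induced HEK293 Trex cells with D2 receptor force-coupled to calcium signaling, plated overnight at 30 C and loaded with no-wash calcium dye. Calcium flux read kinetically for 180 s after compound addition; responses flag agonists.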
# D1 antag – blocks dopamine activation of the human D1 receptor | HEK293 TREx D1 cells, calcium flux, dopamine EC80; active compounds read low | P21728 | AID 504652 | activity change, negative = inhibition, % at 10 µM | 3.2% of 360,000 active; in the data active means activity change below about -30%; further: on the % scale 0 is the no-effect control and ±100 the full control effect
#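 Cells carrying a force-coupled, tetracycline-inducible human D1 receptor report calcium flux. Each well gets a 10 s baseline, compound with 180 s monitoring, then an EC80 dopamine stimulus with a second 180 s kinetic read.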
# TRHR PAM – TRH receptor (human) allosteric enhancement. P34981. TRHR cells, fluo-8 calcium fluorescence, EC20 TRH enhancement. enhancement, % at 2 µM. 0.66% of 360,000 active. AID 493056; in the data active means enhancement above about 30%; further: 0% is about no effect
# Target sequence (P34981 whole entry, looked up): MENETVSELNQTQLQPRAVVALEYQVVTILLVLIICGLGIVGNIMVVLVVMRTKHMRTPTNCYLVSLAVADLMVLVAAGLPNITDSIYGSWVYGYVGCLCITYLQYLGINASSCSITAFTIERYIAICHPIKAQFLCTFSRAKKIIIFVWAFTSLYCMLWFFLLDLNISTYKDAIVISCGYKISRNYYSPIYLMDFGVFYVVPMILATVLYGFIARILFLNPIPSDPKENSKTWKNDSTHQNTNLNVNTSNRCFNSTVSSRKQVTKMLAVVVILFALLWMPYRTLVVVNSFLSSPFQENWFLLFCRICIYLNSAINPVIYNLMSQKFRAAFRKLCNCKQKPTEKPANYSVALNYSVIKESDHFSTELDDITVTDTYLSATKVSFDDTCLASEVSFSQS
#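 Enhancer read-out: after compound pinning and an initial kinetic agonist-mode read, an EC20 of TRH (10 nM final) was injected and fluo-8 calcium signal (Ex 480/Em 530) followed at 1 s/cycle for 100 cycles in TRHR-expressing cells.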
# D1 ag – activates the human D1 dopamine receptor; P21728; HEK293 T-REx D1 cells, calcium flux, agonist mode; activation, % at 2 µM; 1% of 360,000 active; in the data active means activation above about 30%; further: 0% is about no effect
#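 Tetracycline-induced HEK293 TREx D1 cells, force-coupled to calcium signalling, were dye-loaded with a no-wash calcium kit. Compound was pin-added after a 10 s baseline. Fluorescence was read kinetically at 1 cycle/s for 180 s, with calcium rises flagged as agonism.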
# D1 PAM – enhances dopamine response at the human D1 receptor | 0.036% of 360,000 active | potentiation, % at 10 µM | HEK293 TREx D1 cells, calcium flux, dopamine EC20 potentiation; in the data active means potentiation above about 30%; further: 0% is about no effect
# RXFP1 agonist – activates the human relaxin receptor RXFP1; 0.3% of 370,000 active; Potency, µM (titrated, usually from 57.5 µM), for the others: top-dose activation, actives largely listed as activators; Q9HBX9; HEK293T-RXFP1 cAMP TR-FRET, 30 min; response scale: percent of porcine relaxin response, buffer zero; active means well fitted activation curve with a large enough effect; inconclusive means small, poorly fitted or top-dose-only effect; further: potency means the concentration at half of the fitted maximal effect; on the % scale 0 is the no-effect control and ±100 the full control effect; nearly all actives have a fitted effect of over 60% in size; many of its hits are not listed in these tables
#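 HEK293T cells stably expressing RXFP1 were pretreated with the PDE4 inhibitor Ro 20174, exposed to compounds for 30 min at 37C, lysed, and cAMP was read by TR-FRET. Data normalized to buffer (basal) and 29 nM porcine relaxin (100%).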
# D2 antagonist – antagonists of human D2 dopamine receptor; P14416; 2% of 340,000 active; HEK293 TREx D2 cells, calcium flux, dopamine EC80; AID 485344; inhibition, % at 10 µM; in the data active means inhibition above about 30%; further: 0% is about no effect
#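 Calcium mobilization kinetics were recorded at 1 s intervals in tetracycline-induced HEK293 T-REx D2 cells, first for 180 s after compound addition and then 180 s after EC80 dopamine.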
# * hit, by the source's call; ? = inconclusive; nt = not tested or not shown. Some of the compounds tested. The share of hits here may be higher or lower than overall.
SMILES,RXFP1 antagonist,D2 PAM,D2 ag,D1 antag,TRHR PAM,D1 ag,D1 PAM,RXFP1 agonist,D2 antagonist
COc1ccc(NC2CCCN(C(=O)CCCn3cncn3)C2)cc1OC (configuration not stated),3,4,0.3,-8,1,5,-2,0.6%,-2
Cc1cc(C(=O)CCl)c(C)n1Cc1ccco1,-7,13,0.2,16,-8,7,3,5.1%,-14
COC(=O)c1cc(OC)c(OC)cc1NC(=O)Nc1cccc(C(C)=O)c1,-2,2,1.4,6,19,0,-2,0.1%,-15
O=C(Cn1nnc(-c2ccc3c(c2)OCO3)n1)NCc1ccco1,0,nt,nt,4,-4,-3,-8,6.7%,nt
Cc1ccc(Nc2nc(N)nc(CCl)n2)c(C)c1,nt,1,-0.5,-4,-3,1,-1,2.2%,-6
Fc1ccc(COc2ccccc2CNc2nn[nH]n2)cc1,-4,0,-0.5,-5,0,-1,1,0.9%,11
O=C(O)C1CC=CCC1C(=O)NCCCCc1ccccc1 (configuration not stated),-2,0,0.2,nt,-4,1,-5,-0.8%,34*
CCCOC(=O)c1[nH]c2c(c1C)C(=O)CC(c1ccc(OC)c(OC)c1)C2 (configuration not stated),-14,15,1.1,8,1,5,4,0.9%,-2
CC1CCN(C(=O)c2cc3nc(-c4ccccc4)cc(-c4ccccc4)n3n2)CC1,-6,2,0.6,5,2,2,0,2.5%,2
CCCCCN(C(=O)CCC(=O)OCC(=O)Nc1ccc(C)cc1F)c1c(N)n(CCCC)c(=O)[nH]c1=O,-1,-1,-2.4,-16,-3,4,-3,1.4%,-17
Cc1ccc(C2=NN(C(=O)CCl)C(c3cccs3)C2)o1 (configuration not stated),-7,-1,-1.1,3,-2,3,2,0.4%,-5
O=C(NCC1COc2ccccc2O1)c1cc2ccccc2o1 (configuration not stated),-34,-12,-0.9,-6,-4,0,-7,1.2%,6
COc1ccc(-c2cn3nc(N4CCC(C(=O)Nc5cccc(Cl)c5)CC4)sc3n2)cc1,-6,-6,0.1,-3,6,2,-3,?,nt
CC(C)CN(C(=O)CN1CCN(c2cccc(Cl)c2)CC1)c1c(N)n(CC(C)C)c(=O)[nH]c1=O,-13,-10,0.7,-7,0,1,7,-0.5%,-2
Cc1ccc(-c2nc3ccccn3c2Nc2ccc3c(c2)OCCO3)o1,10,-4,5.7,1,-2,2,-1,10%,nt
Nc1c(C(=O)N/N=C/c2ccc([N+](=O)[O-])cc2)cnn1-c1ccccc1,-6,3,0.5,-12,-3,3,-7,?,-1
Cc1ccc(NC(=O)CSc2ccc(-c3ccc4c(c3)OCO4)nn2)cc1F,-17,-6,-1.1,-2,0,-1,-4,15%,-3
O=C(c1c[nH]c2ccccc12)N1CCN(c2ccccc2)CC1,-5,-7,0.2,9,3,2,2,-1.3%,9
CC(C)(Cc1ccc(O)cc1)NC(=O)SCc1ccccc1,4,-2,nt,-19,3,4,-1,0.3%,nt
CCN1CCN(C(=O)c2cc3c(=O)oc4ccc(C)cc4c3s2)CC1,nt,-14,0.1,6,-4,2,-6,-1.5%,-5
COc1ccc(C(=O)/C(C)=N/O)cc1OC,-24,6,1.2,-5,1,2,-1,0.0%,2
O=C(Cc1ccccc1)N(Cc1cccnc1)c1nc2ccc(F)cc2s1,-11,-6,2.1,nt,-6,7,-2,-0.6%,nt
CCOC(=O)c1cn(CC)c2cc(F)c(F)cc2c1=O,4,-2,-2.7,-74*,-1,0,-24,-0.8%,13
CCCCNC(=S)N1CCN(CC)CC1,-5,-7,0.8,3,13,3,0,-2.3%,9
Cc1cc(SCc2ccc(Br)cc2)nc(=O)[nH]1,4,14,0.3,8,-6,5,1,1.5%,2
# The list goes on:
SMILES,RXFP1 antagonist,D2 PAM,D2 ag,D1 antag,TRHR PAM,D1 ag,D1 PAM,RXFP1 agonist,D2 antagonist
COc1cc(N/C(=N/S(=O)(=O)c2ccccc2)c2ccccc2)ncn1,11,4,0.5,-12,-6,1,-2,-3.1%,17
CCOc1ccccc1C(=O)N/N=C/c1c[nH]c2ccccc12,-11,5,-0.5,20,3,3,-1,0.1%,-3
CCOc1ccc(NS(=O)(=O)c2ccc3c(c2)NC(=O)CCS3)cc1,-9,14,-0.6,-14,2,16,-7,-2.0%,nt
CCCc1cc(C(=O)N(C2CCCCC2)C2CCCCC2)no1,-70*,-16,-1.2,5,6,-1,-5,-0.2%,-20
Cc1nc(-c2ccc(NC(=O)c3ccc(Br)o3)cc2)cs1,-37,12,-0.4,1,2,7,-4,0.4%,16
CCOC(=O)N1CCN(CCC(=O)Nc2ccc(OC)cc2OC)CC1,27,-16,34*,-13,-2,2,-5,1.5%,36*
O=C(CSc1ncn[nH]1)NCCc1ccc(Cl)cc1Cl,-4,9,0.9,2,-1,2,-1,4.8%,2
CC(=O)Nc1ccc(S(=O)(=O)NCCC(=O)Nc2ncccc2C)cc1,-5,nt,nt,-7,-2,0,1,1.1%,nt
CC(C)(C)OC(=O)N1CCC(c2c(C(=O)N3CCN(c4ccccn4)CC3)cnn2-c2ccc(F)cc2)CC1,-7,5,0.6,-4,-10,0,3,-2.2%,nt
CCC(NC(=O)Nc1cc(Cl)ccc1OC)c1c(-n2cccc2)sc2c1CCN(C)C2 (configuration not stated),-15,-7,0.8,-2,0,6,-1,0.1%,nt
C/C(=N/Nc1ccccc1[N+](=O)[O-])c1ccc(C)c([N+](=O)[O-])c1,0,11,0.5,14,0,1,0,1.1%,-2
Cc1cc(=O)oc2c(C)c(OCC(=O)c3ccccc3)ccc12,-2,-5,-0.2,8,1,0,-7,22%,-9
Cc1cc(=O)oc2cc(Nc3ccccc3)ccc12,-9,6,-1.4,-7,10,0,-14,3.3%,1
O=C(COC(=O)CNC(=O)c1ccccc1)Nc1cc(C(F)(F)F)ccc1Cl,nt,nt,nt,5,-1,0,2,nt,nt
CCC(C)NC(=S)NNC(=O)c1ccncc1 (configuration not stated),16,13,0.1,-14,2,9,nt,0.7%,-1
CC(=O)Oc1ccc(CCC(C)OC(C)=O)cc1 (configuration not stated),17,-1,0.0,13,22,1,4,0.1%,-12
O=C1C(c2ccc(F)cc2)N(Cc2ccc3c(c2)OCO3)C(=O)CN1C1CCCCC1 (configuration not stated),-3,7,-2.5,-10,-1,1,-4,-2.7%,0
CCOC(=O)CC(=O)CSc1n[nH]c(=O)[nH]c1=O,0,-3,0.8,4,3,0,0,8.6%,-14
CN(C)c1ccc(-c2nc3ccccn3c2/N=C/c2ccc(Br)cc2)cc1,3,5,-0.9,2,-3,5,0,2.8%,5
O=C(CN(Cc1ccccc1F)C(=O)c1csnn1)NCc1ccc2c(c1)OCO2,4,nt,-2.6,6,11,1,-2,3.3%,5
CCOC(=O)c1cnc2cc(-c3ccc(Cl)cc3)nn2c1N,-8,22,-1.0,1,0,3,-4,1.4%,-23
Cc1ccc(Oc2ncccc2/C=N/OCc2ccc(Cl)c(Cl)c2)cc1,-15,7,0.7,-3,-5,7,-3,0.6%,19
CCn1nc(C(=O)NNC(=O)CCOc2cc(C)ccc2C)c2ccccc2c1=O,-7,-3,-1.9,6,1,0,-3,1.5%,-7
CNC(=O)C(C#N)(Cc1cc(C(C)=O)ccc1OC)Cc1cc(C(C)=O)ccc1OC,2,-2,-3.1,-3,1,8,-5,-0.4%,-18
CCCn1c(SCC(=O)c2cc(OC)ccc2OC)nnc1C(C)C,-5,-4,0.2,36,0,2,-11,1.2%,-18

# In a second layout: entries from further up.
structure	RXFP1 antagonist	D2 PAM	D2 ag	D1 antag	TRHR PAM	D1 ag	D1 PAM	RXFP1 agonist	D2 antagonist
CCC(NC(=O)Nc1cc(Cl)ccc1OC)c1c(-n2cccc2)sc2c1CCN(C)C2 (configuration not stated)	-15	-7	0.8	-2	0	6	-1	0.1%	nt
C/C(=N/Nc1ccccc1[N+](=O)[O-])c1ccc(C)c([N+](=O)[O-])c1	0	11	0.5	14	0	1	0	1.1%	-2
Cc1cc(=O)oc2c(C)c(OCC(=O)c3ccccc3)ccc12	-2	-5	-0.2	8	1	0	-7	22%	-9
Cc1cc(=O)oc2cc(Nc3ccccc3)ccc12	-9	6	-1.4	-7	10	0	-14	3.3%	1
O=C(COC(=O)CNC(=O)c1ccccc1)Nc1cc(C(F)(F)F)ccc1Cl	nt	nt	nt	5	-1	0	2	nt	nt
CCC(C)NC(=S)NNC(=O)c1ccncc1 (configuration not stated)	16	13	0.1	-14	2	9	nt	0.7%	-1

# (further entries)
SMILES,RXFP1 antagonist,D2 PAM,D2 ag,D1 antag,TRHR PAM,D1 ag,D1 PAM,RXFP1 agonist,D2 antagonist
S=C(NNC(=S)NC1CC2CCC1C2)NC1CC2C=CC1C2 (configuration not stated),-33,-2,0.8,-13,-3,1,-4,0.0%,-16
CCN(C(=O)CCS(=O)(=O)c1cccc2nonc12)c1ccc(F)cc1,1,10,-1.3,-2,5,1,0,-3.7%,-1
CC1C(=O)N(c2ccc(S(=O)(=O)N(C)C)cc2)C1(/C=C/c1ccccc1)C(=O)NC1CCCC1 (configuration not stated),nt,12,-1.8,9,0,4,-4,-0.2%,1
CCCC(c1nnnn1CCc1ccccc1)N1CCC(C(N)=O)CC1 (configuration not stated),6,7,-0.2,3,2,1,1,1.6%,-10
c1ccc2c(c1)oc1c(Nc3ccc4c(c3)OCCO4)ncnc12,7,-3,0.4,5,-4,-2,3,4.1%,0
O=C1[C@@H]2CSCN2C(=O)CN1Cc1ccc(F)cc1,1,4,-0.9,-16,-8,1,-3,-0.5%,-16
O=C(Nc1c(O)c2ccccc2[nH]c1=O)c1ccco1,6,-4,-0.4,2,-3,1,5,0.3%,-19
CN1CCN(c2oc(-c3ccccc3)nc2S(=O)(=O)c2ccc(Br)cc2)CC1,-30,-25,0.4,20,7,1,-14,-0.2%,31*
Cc1ccc(C(=O)O)cc1NC(=O)c1cccs1,-2,5,-0.3,-6,2,1,0,-0.4%,44*
COC(CNC(=O)C1CC(=O)N(CCc2ccc(C)cc2)C1)OC (configuration not stated),4,-1,0.3,-12,-18,1,1,1.2%,7
COc1cccc(N2CCN(C(=O)c3cc(C)oc3C)CC2)c1,5,-7,0.3,-43*,-5,1,-1,-1.6%,26
O=C(OC(C(=O)NC1CCCCC1)c1ccccc1F)c1ccco1 (configuration not stated),-1,10,-0.1,-6,12,1,-6,-0.5%,12
COc1ccccc1N1C(=O)C2ON(c3ccccc3)C(c3ccc(N(C)C)cc3)C2C1=O (configuration not stated),nt,12,-0.4,7,-3,1,-9,0.5%,-9
O=C1N=c2ccccc2=C1c1sc(NS(=O)(=O)c2ccccc2)nc1O,-8,7,2.6,6,-1,3,15,-1.3%,-15
O=C(COc1ccc(F)cc1)N1c2ccccc2CCc2ccccc21,-18,-2,1.4,-1,3,4,-6,-0.7%,-10
COc1ccc(N2C(=O)C(C)(C)C2c2c(O)ccc3ccccc23)cc1 (configuration not stated),-24,-11,-0.8,-21,-2,2,-12,3.7%,2

# Screens from PubChem.
